Screening data from PubChem.
LRH-1 inv ag: LRH-1 (NR5A2) inverse agonists, primary screen, cell-based, luminescence, HEK293T, StAR-luciferase reporter. inhibition, % at 3.6 µM. AID 602396, 2012. LRH-1 transfected, 24 h. hit rate 0.13% among 360,000;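 active = inhibition above the mean inhibition of all tested compounds plus 3 SD, cut at about 73% in these data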;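 note: 0% = DMSO wells and 100% = reporter-only cells lacking LRH-1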
NOD2-RIPK2 inh: NOD2-RIPK2 binding disruptors in cells, primary screen, fluorescence, CHO cells, BLA complementation; Receptor-interacting serine/threonine-protein kinase 2 (Homo sapiens), O43353; CCF4 ratio; inhibition, % at 4.98 µM; hit rate 0.38% among 360,000; AID 624267, 2012; in the data active = inhibition above about 21%;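 note: 0% = vehicle only and 100% = reference blocker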
Target sequence (O43353 whole entry, looked up): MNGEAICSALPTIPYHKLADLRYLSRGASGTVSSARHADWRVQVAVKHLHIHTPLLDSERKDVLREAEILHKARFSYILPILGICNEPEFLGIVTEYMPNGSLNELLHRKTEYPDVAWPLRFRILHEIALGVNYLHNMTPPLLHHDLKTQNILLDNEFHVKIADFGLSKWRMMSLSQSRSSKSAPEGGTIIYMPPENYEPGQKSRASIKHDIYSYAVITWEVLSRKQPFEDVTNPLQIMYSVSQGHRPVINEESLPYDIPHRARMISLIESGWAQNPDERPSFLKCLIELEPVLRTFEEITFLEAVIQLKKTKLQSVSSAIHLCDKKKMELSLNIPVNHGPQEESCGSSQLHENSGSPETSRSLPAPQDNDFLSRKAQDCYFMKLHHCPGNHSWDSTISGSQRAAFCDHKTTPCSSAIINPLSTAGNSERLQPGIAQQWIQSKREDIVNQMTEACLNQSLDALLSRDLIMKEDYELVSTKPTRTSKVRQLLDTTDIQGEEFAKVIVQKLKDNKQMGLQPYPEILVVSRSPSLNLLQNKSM
MC4R antagonist: MC4R antagonists of cAMP signaling, primary screen, cell-based, TR-FRET, antagonist arm of biased-ligand search. hit rate 0.48% among 360,000. inhibition, % at 6.5 µM. MC4R-expressing cells, MTII-stimulated cAMP, LANCE TR-FRET. Melanocortin receptor 4 (Homo sapiens), P32245;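 active = inhibition above its plate's cutoff, the mean of tested wells on that plate plus 3 SD, cut at about 29% in these data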;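 note: 0% = Melanotan II alone and 100% = Melanotan II plus saturating MCL0020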
Target sequence (P32245 whole entry, looked up): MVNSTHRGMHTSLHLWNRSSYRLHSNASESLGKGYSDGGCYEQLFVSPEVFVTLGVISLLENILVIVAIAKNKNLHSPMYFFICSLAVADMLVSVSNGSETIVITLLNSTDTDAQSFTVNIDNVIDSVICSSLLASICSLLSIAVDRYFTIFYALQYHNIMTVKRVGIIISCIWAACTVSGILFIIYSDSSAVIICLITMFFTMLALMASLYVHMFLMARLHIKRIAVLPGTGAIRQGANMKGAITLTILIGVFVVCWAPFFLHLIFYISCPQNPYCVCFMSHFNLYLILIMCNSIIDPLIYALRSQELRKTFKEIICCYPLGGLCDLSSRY
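Assay system: human MC4R-expressing U2OS cells; reagent: Melanotan II stimulation of cells; dosing: 6.5 µM single dose; timing: compound 30 min, challenge 1 h, detection 1 h; signal: TR-FRET cAMP assay; replicates: one well per compound, no replicates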
NR2F2 inh: NR2F2 transcriptional activity inhibitors, primary screen, cell-based, luciferase reporter, HEK293T, luminescence; COUP transcription factor 2 (Homo sapiens), P24468; hit rate 0.7% among 370,000; AID 686940, 2013; HEK293T NGFI-A luciferase reporter; inhibition, % at 8.6 µM;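 active = inhibition above a per-plate cutoff, mean inhibition of test wells between control levels plus 3 SD, cut at about 38% in these data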;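 note: cells cotransfected with COUP-TFII expression vector driving the NGFI-A reporter; 0% = median of COUP-TF2 test wells and 100% = reporter-only cells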
NCOA3 inh: SRC3 coactivator transcriptional activity inhibitors, primary screen, cell-based, luminescence | hit rate 0.17% among 360,000 | AID 588352, 2011 | HEK293 GAL4-SRC3 luciferase reporter | inhibition, % at 3.6 µM;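 active = inhibition above a per-campaign cutoff, the mean of all compounds plus 3 SD, cut at about 60% in these data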;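 note: 0% = DMSO-treated cells and 100% = gossypol-treated cells at 36 µM; higher means less SRC3-driven luciferase light from the GAL4 reporter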
SRC2 inh: inhibition of GAL4-SRC2 driven luciferase reporter, primary screen, SRC2 inhibitor project, cell-based, luminescence. Nuclear receptor coactivator 2 (Homo sapiens), Q15596. HEK293 GAL4-SRC2 luciferase reporter. inhibition, % at 9 µM. hit rate 0.17% among 370,000. AID 651957, 2012;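 active = inhibition above the mean inhibition of all tested compounds plus 3 SD, set per campaign, cut at about 52% in these data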;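 note: 0% = DMSO treated cells and 100% = cells given Gossypol at 36 µM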
EBV LMP1 NFkB: EBV LMP1-driven NF-kappaB luciferase reporter inhibitors, primary screen, cell-based, luminescence, single point; LMP1-induced NF-kappaB luciferase reporter cells; inhibition, % at 12.5 µM; hit rate 0.69% among 350,000; AID 504558, 2011; in the data active = inhibition above about 41%; inconclusive = no clear call, values can overlap the other calls;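 note: 0% = neutral control wells and 100% = reference inhibitor control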
MC4R ag barr: MC4R agonists recruiting beta-arrestin, primary screen, cell-based, luminescence, agonist arm of biased-ligand search; activation, % at 8.9 µM; hit rate 0.98% among 360,000; Melanocortin receptor 4 (Homo sapiens), P32245; U2OS MC4R beta-arrestin complementation; percent of melanotan II response, DMSO zero;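 active = activation above a per-plate cutoff, the mean activation of sample wells on that plate plus 3 SD, cut at about 8% in these data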
TLR9-MyD88 inh: inhibitors of TLR9-MyD88 association in cells, primary screen, cell-based, CHO, BLA complementation, fluorescence; Toll-like receptor 9 (Homo sapiens) + Myeloid differentiation primary response protein …; CCF4 FRET ratio; inhibition, % at 4.98 µM; hit rate 0.21% among 340,000; AID 504734, 2011;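 active = inhibition above the mean over all tested compounds plus 3 SD, cut at about 21% in these data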;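 note: 0% = DMSO only wells and 100% = clavulanate BLA inhibitor control wells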
SRC1 inh: SRC1 coactivator transcriptional activity inhibitors, primary screen, cell-based, luminescence | hit rate 0.12% among 360,000 | Nuclear receptor coactivator 1 (Homo sapiens), Q15788 | HEK293 GAL4-SRC1 luciferase reporter | inhibition, % at 3.6 µM;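 active = inhibition above the campaign mean plus 3 SD, with each screening campaign given its own cutoff, cut at about 60% in these data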;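 note: 0% = DMSO treated cells and 100% = gossypol at 36 µM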
ABHD5-PLIN5 inh: ABHD5-PLIN5 interaction inhibitors, primary screen, cell lysate, split luciferase complementation, luminescence; hit rate 0.78% among 360,000; AID 602281, 2012; Perilipin-5 (Homo sapiens) + 1-acylglycerol-3-phosphate O-acyltransferase ABHD5 (Homo …; Split G. princeps luciferase complementation, 4 h; inhibition, % at 4 µM;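 active = inhibition above the mean inhibition across every tested compound plus 3 SD, cut at about 22% in these data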;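 note: 0% = DMSO only wells and the 100% control is not disclosed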
An asterisk follows results filed as active; ? = inconclusive; nt = not tested or not shown. Not all compounds are listed, so the mix of outcomes need not match the whole.

SMILES	LRH-1 inv ag	NOD2-RIPK2 inh	MC4R antagonist	NR2F2 inh	NCOA3 inh	SRC2 inh	EBV LMP1 NFkB	MC4R ag barr	TLR9-MyD88 inh	SRC1 inh	ABHD5-PLIN5 inh
O=C(OC(C(=O)Nc1ccc([N+](=O)[O-])cc1Br)c1ccccc1)c1ccccc1 (configuration not stated)	-8	-4	7	-7	3	2	5	1.0	3	-23	0
COc1ccc(C(=O)NNC(=O)C(=O)Nc2ccc(C)cc2)cc1	-10	-10	13	-17	18	-4	11	0.5	1	-7	6
CCOc1ccc(N2CC(C(=O)Nc3ncccc3C)CC2=O)cc1 (configuration not stated)	3	-2	-3	0	1	0	-8	-2.1	-5	12	-6
C=CCn1c(Cc2cccs2)nnc1SCC(=O)Nc1cccc(OC)c1	6	5	10	5	-6	-10	0	0.4	2	-13	0
O=S1(=O)N=C(Nc2ccc(N3CCOCC3)c(Cl)c2)c2ccccc21	-112	4	6	-22	-45	-84	-37	-1.2	-3	-76	0
CSc1nc(C(=O)N2CCc3c([nH]c4ccccc34)C2c2ccccn2)cs1 (configuration not stated)	0	1	5	12	7	12	1	-1.2	-7	6	8
COC(=O)c1ccccc1-c1ccc(C=O)o1	-6	-3	-1	11	-22	-7	-3	-4.4	5	-7	1
COc1ccc(-c2nnc(SC3CCOC3=O)n2C2CCCCC2)cc1OC (configuration not stated)	-13	3	14	-4	-3	2	-1	0.3	5	-4	-4
CCCOc1ccc(N2C(=O)CC(N(CCc3ccc(OC)cc3)C(=O)/C=C/C(=O)O)C2=O)cc1 (configuration not stated)	9	-6	0	-2	-5	7	-1	-1.8	nt	7	-1
COc1ccc(C(CNC(=O)Nc2cccc(C)c2)N2CCN(C)CC2)cc1 (configuration not stated)	11	-5	7	2	8	-13	1	-2.1	-1	-5	-3
COc1cccc(-n2c(Cc3cc(=O)[nH]c(=O)[nH]3)nnc2SC(C)C)c1	3	-6	12	9	-7	8	5	-1.3	0	-28	2
CC(C)(CNC(=O)c1cc2c(s1)CCCC2)N1CCOCC1	5	5	-6	-22	16	4	-3	-3.2	7	7	3

Ordered by molecular weight (lowest first): some entries from above
SMILES	LRH-1 inv ag	NOD2-RIPK2 inh	MC4R antagonist	NR2F2 inh	NCOA3 inh	SRC2 inh	EBV LMP1 NFkB	MC4R ag barr	TLR9-MyD88 inh	SRC1 inh	ABHD5-PLIN5 inh
O=S1(=O)N=C(Nc2ccc(N3CCOCC3)c(Cl)c2)c2ccccc21	-112	4	6	-22	-45	-84	-37	-1.2	-3	-76	0
COc1ccc(C(CNC(=O)Nc2cccc(C)c2)N2CCN(C)CC2)cc1 (configuration not stated)	11	-5	7	2	8	-13	1	-2.1	-1	-5	-3
COc1ccc(-c2nnc(SC3CCOC3=O)n2C2CCCCC2)cc1OC (configuration not stated)	-13	3	14	-4	-3	2	-1	0.3	5	-4	-4

Other entries:
SMILES	LRH-1 inv ag	NOD2-RIPK2 inh	MC4R antagonist	NR2F2 inh	NCOA3 inh	SRC2 inh	EBV LMP1 NFkB	MC4R ag barr	TLR9-MyD88 inh	SRC1 inh	ABHD5-PLIN5 inh
COc1ccc(NC(=O)C(C)N2c3cccc4cccc(c34)S2(=O)=O)c(OC)c1 (configuration not stated)	10	-2	19	-2	2	9	-4	-2.5	-11	-24	-1
CCC(C(=O)Nc1cc(F)ccc1F)n1nc(C)c2c(C)n(-c3ccc(C)cc3)nc2c1=O (configuration not stated)	10	6	8	18	22	14	21	-0.4	-9	7	-6
CC1CCN(CCCNS(=O)(=O)c2ccc3c(c2)CCN3C(=O)C2CC2)CC1	3	-11	6	1	5	-8	-5	-4.7	-12	5	3
O=C(CNc1ccccc1)N/N=C/c1c[nH]c2ccccc12	19	-2	-5	4	0	17	-16	-2.1	11	-14	4
C#Cc1ccc([C@H]2C=C(C(=O)OCC=C)O[C@@H](OCc3ccc(CO)cc3)C2)cc1	-7	12	4	-8	-4	-23	-2	-0.9	2	-2	-3
Cc1nc(-c2ccc3c(c2)OCO3)cs1	-25	1	2	-9	-6	-6	-10	1.4	0	-24	-1
COc1ccc(-c2cc3cc(F)ccc3cn2)cc1	-103	-12	5	-42	-100	-61	-53	-0.1	-5	-106	14
Cc1ccc(N(CC(=O)NC2CCCC2)C(=O)Cn2nnc(-c3ccccc3F)n2)cc1	10	-7	-1	25	7	11	4	-1.6	4	3	-2
Cc1ccccc1-n1c(SC(C)C(=O)NCC2CCCO2)nnc1-c1ccncc1 (configuration not stated)	9	1	5	4	23	-7	-4	-0.6	0	-27	2
C=CCOc1c2ccc(C(=O)NCc3ccc(OC)cc3)cc2nn1C	6	-17	-9	10	-10	4	2	0.7	-3	-6	3
Cc1cccc(-n2ncc3c2CCCC3NC(=O)CN2CCOC2=O)c1C (configuration not stated)	-7	4	8	-15	19	-14	-3	-2.4	7	0	4
CCOc1cc2c(cc1C(C)(C)C)NC(=O)CS2	4	3	8	8	3	10	-11	5.4	5	0	-5

5 entries already listed, sorted by their value in NCOA3 inh, falling.
SMILES	LRH-1 inv ag	NOD2-RIPK2 inh	MC4R antagonist	NR2F2 inh	NCOA3 inh	SRC2 inh	EBV LMP1 NFkB	MC4R ag barr	TLR9-MyD88 inh	SRC1 inh	ABHD5-PLIN5 inh
Cc1ccccc1-n1c(SC(C)C(=O)NCC2CCCO2)nnc1-c1ccncc1 (configuration not stated)	9	1	5	4	23	-7	-4	-0.6	0	-27	2
CCC(C(=O)Nc1cc(F)ccc1F)n1nc(C)c2c(C)n(-c3ccc(C)cc3)nc2c1=O (configuration not stated)	10	6	8	18	22	14	21	-0.4	-9	7	-6
COc1ccc(NC(=O)C(C)N2c3cccc4cccc(c34)S2(=O)=O)c(OC)c1 (configuration not stated)	10	-2	19	-2	2	9	-4	-2.5	-11	-24	-1
Cc1nc(-c2ccc3c(c2)OCO3)cs1	-25	1	2	-9	-6	-6	-10	1.4	0	-24	-1
C=CCOc1c2ccc(C(=O)NCc3ccc(OC)cc3)cc2nn1C	6	-17	-9	10	-10	4	2	0.7	-3	-6	3

Additional records:
SMILES	LRH-1 inv ag	NOD2-RIPK2 inh	MC4R antagonist	NR2F2 inh	NCOA3 inh	SRC2 inh	EBV LMP1 NFkB	MC4R ag barr	TLR9-MyD88 inh	SRC1 inh	ABHD5-PLIN5 inh
N#Cc1c(-c2ccc(Cl)cc2Cl)nc2n(c1=O)CCS2	11	-3	4	4	14	8	-2	-0.9	2	3	1
CN(C)C(=O)c1ccc(-c2nnc(OCc3nc4ccccc4n3C)c3ccccc23)cc1	8	-7	5	4	-9	-21	-1	-0.9	2	-4	0
COc1ccc(OC)c(C(=O)c2coc3ccc(O)c(CN4CCOCC4)c23)c1	1	3	0	5	9	-32	-3	-0.6	0	-6	-3
C/C(=N\NC(N)=S)c1cccnc1	28	-11	-1	1	22	15	-10	-0.3	4	2	-1
COC(=O)CN1C(=O)[C@H]2[C@@H](c3ccc(C)o3)N3C(=O)CN(CC4CC4)C(=O)[C@@]3(Cc3ccccc3)[C@H]2C1=O	-5	2	-5	5	-26	-11	-6	0.3	-7	0	1
CCOC(=O)c1sc(N(C)C(C)=O)nc1C	5	5	-2	3	-16	-1	-9	-0.7	-2	-48	3
COc1ccc(NC(=O)CCSc2cc(C)c3ccccc3n2)cc1	-11	-5	3	-4	-22	-8	-11	-1.8	3	-3	6
Cc1nn(-c2ccccc2)c(Cl)c1/C=N/NC(=O)c1[nH]ncc1Br	-191	2	-1	-44	-74	-48	-11	0.0	3	-84	-5
Cc1cc(C=O)c(C)n1-c1cc(C(=O)O)cc(C(=O)O)c1	-17	-16	14	8	6	-9	4	-2.5	3	-61	5
COCCNC(=O)CN1C(=O)NC2(CCCCCC2)C1=O	4	-10	11	16	15	-24	-7	-2.4	-3	-18	0
OC1(c2ccc(OC(F)F)cc2)CSC(=Nc2cccnc2)N1Cc1ccco1 (configuration not stated)	31	6	19	27	20	12	-17	-3.1	5	5	-1
Cc1ccc(C)c(NC(=S)N2CCC(NC(=O)c3ccco3)CC2)c1	1	-6	7	-4	5	9	-1	-0.5	7	-26	-1
O=C(NCc1ccc2c(c1)OCO2)c1cccc(F)c1	-12	-19	5	-6	-7	-4	8	1.7	-6	11	-2
CCN(CC)c1ccc(NC(=O)c2cccc(F)c2)c(C)c1	9	-4	-14	3	9	-29	?	1.4	-8	-4	1
COC(=O)C1=C(C)N=C2SC(C#N)=C(N)N2C1c1ccc(OCc2ccccc2)cc1 (configuration not stated)	11	18	1	-7	9	-1	-18	1.4	18	4	-5
COc1cccc(NC(=O)CCC(=O)N2CC(C)Oc3ccc(C)cc32)c1 (configuration not stated)	1	5	10	-6	7	4	-9	-0.2	4	12	5
